# Compound activity as filed in PubChem.
# NPY-Y2 PAM-ag: NPY-Y2 potentiators or agonists, primary screen, cell-based; Neuropeptide Y receptor type 2 (Homo sapiens), P49146; cells expressing NPY-Y2, potentiator/agonist read-out; activation, % at 3.6 µM; hit rate 0.45% among 220,000; in the data active means activation above about 27%;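 further: cells stimulated with NPY near EC25 plus isoproterenol at EC100; 0% = vehicle plus submaximal agonist and 100% = vehicle plus saturating agonist; some results beyond the cut were filed as inactive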
# Ba/F3 V617F tox: reduced viability of JAK2V617F-dependent Ba/F3 cells, primary screen, JAK2V617F inhibitor project, cell-based, Ba/F3 EpoR-JAK2V617F, luminescence; ATP luminescence; inhibition, % at 5.6 µM; hit rate 1.1% among 220,000;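 active means inhibition above the campaign mean plus 3 SD over all tested compounds, cut at about 24% in these data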;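 further: cytokine-independent growth of Ba/F3 cells driven by EpoR plus mutant JAK2; 0% = DMSO-treated cells and 100% = JAK inhibitor I control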
# BaF3 tox: parental Ba/F3 cell viability inhibition, counter-screen for JAK2V617F inhibitor project, murine pro-B, CellTiter-Glo luminescence; CellTiter-Glo ATP luminescence; inhibition, % at 5.6 µM; hit rate 1.1% among 220,000; AID 1486, 2009;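 active means inhibition above a per-campaign cutoff, the mean inhibition of all tested compounds plus 3 SD, cut at about 27% in these data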;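 further: 0% = DMSO wells and 100% = JAK Inhibitor I control wells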
# eIF4E 4G PPI: eIF4E–eIF4G protein interaction inhibitors, primary screen, biochemical, uHTS, TR-FRET, eIF4GI fragment | hit rate 0.37% among 220,000 | Eukaryotic translation initiation factor 4E (Mus musculus) + Eukaryotic translation … | AID 782, 2007 | inhibition, % at 21.7 µM | TR-FRET eIF4E-eIF4GI(517-606) binding, 2 h;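 active means inhibition above about 30%, limit read from the data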;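 further: 0% = full FRET control wells and 100% = background wells lacking eIF4GI fragment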
# MDM2 E3 inh: MDM2-luciferase reporter signal enhancers, primary screen, MDM2 E3 ligase inhibitor project, cell-based, luminescence, 1536-well; cell-based MDM2 ubiquitination luciferase reporter, 2 h; 0 = plate control, 100 = twice control, blank-subtracted; E3 ubiquitin-protein ligase Mdm2 (Homo sapiens), Q00987; AID 1230, 2008; hit rate 0.11% among 210,000; signal enhancement, % at 5 µM;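 active means signal enhancement of 30% or more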;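 further: luminescence tracks abundance of the self-degrading MDM2-luciferase fusion protein; higher signal means inhibition of MDM2 E3 ligase activity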
#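 Buffer or medium: Cells held in DMEM | Assay system: Stable mammalian line carrying autodegrading MDM2–luciferase fusion reporter | Quantity: 2000 cells/well | Times: 4 h settle plus 2 h compound, 37 °C | Doses: One concentration, 5 µM, with 0.2% DMSO | Technique: Luminescence with SteadyLite reagent, 15 min at room temperature | Benchmarks: Plate controls and plate blanks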
# S1P4 antag: S1P4 receptor antagonists, primary screen, cell-based. inhibition, % at 4.98 µM. Sphingosine 1-phosphate receptor 4 (Homo sapiens), O95977. hit rate 0.26% among 220,000. S1P4-expressing cells, antagonist mode, reporter read-out. AID 1510, 2009; in the data active means inhibition above about 29%;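 further: 0% = wells stimulated with agonist and 100% = vehicle wells without agonist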
# Wee1 stabilizer: Wee1 degradation inhibitors, primary screen, cell-based, HeLa, Wee1K328M-luciferase, luminescence; Wee1-like protein kinase (Homo sapiens), P30291; HeLa Luc-Wee1K328M stability; 100% = proteasome inhibitor MG132 effect; hit rate 1.2% among 220,000; reporter increase, % at 5 µM;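 active means activation above the mean of all tested compounds plus 3 SD, set per screening run, cut at about 8.8% in these data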;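 further: cells exposed to compound for 20 h before luminescence read; 0% = DMSO alone and 100% = MG132 at 30 µM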
# S1P4 ag: S1P4 receptor agonists, primary screen, cell-based; Sphingosine 1-phosphate receptor 4 (Homo sapiens), O95977; S1P4-expressing cell line, agonist reporter assay; activation, % at 4.98 µM; hit rate 0.35% among 220,000; AID 1509, 2009; in the data active means activation above about 11%;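 further: 0% = DMSO vehicle and 100% = reference agonist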
# PERK inh: block of dimerizer-induced PERK translation repression, primary screen, PERK inhibitor project, CHO PERK-DD cells, SEAP luminescence, HTS. Eukaryotic translation initiation factor 2-alpha kinase 3 (Homo sapiens), Q9NZJ5. CHO PERK-DD fusion, SEAP luminescence translation reporter. inhibition, % at 5.6 µM. hit rate 0.17% among 220,000;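 active means inhibition above the mean inhibition of all tested compounds plus 3 SD, set separately per screening campaign, cut at about 2.9% in these data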;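 further: PERK kinase domain activated by AP20187 dimerizer at 100 nM; 0% = DMSO with dimerizer and 100% = rapamycin at 8.4 µM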
# Target sequence (Q9NZJ5 whole entry, looked up, the tested form may be a part): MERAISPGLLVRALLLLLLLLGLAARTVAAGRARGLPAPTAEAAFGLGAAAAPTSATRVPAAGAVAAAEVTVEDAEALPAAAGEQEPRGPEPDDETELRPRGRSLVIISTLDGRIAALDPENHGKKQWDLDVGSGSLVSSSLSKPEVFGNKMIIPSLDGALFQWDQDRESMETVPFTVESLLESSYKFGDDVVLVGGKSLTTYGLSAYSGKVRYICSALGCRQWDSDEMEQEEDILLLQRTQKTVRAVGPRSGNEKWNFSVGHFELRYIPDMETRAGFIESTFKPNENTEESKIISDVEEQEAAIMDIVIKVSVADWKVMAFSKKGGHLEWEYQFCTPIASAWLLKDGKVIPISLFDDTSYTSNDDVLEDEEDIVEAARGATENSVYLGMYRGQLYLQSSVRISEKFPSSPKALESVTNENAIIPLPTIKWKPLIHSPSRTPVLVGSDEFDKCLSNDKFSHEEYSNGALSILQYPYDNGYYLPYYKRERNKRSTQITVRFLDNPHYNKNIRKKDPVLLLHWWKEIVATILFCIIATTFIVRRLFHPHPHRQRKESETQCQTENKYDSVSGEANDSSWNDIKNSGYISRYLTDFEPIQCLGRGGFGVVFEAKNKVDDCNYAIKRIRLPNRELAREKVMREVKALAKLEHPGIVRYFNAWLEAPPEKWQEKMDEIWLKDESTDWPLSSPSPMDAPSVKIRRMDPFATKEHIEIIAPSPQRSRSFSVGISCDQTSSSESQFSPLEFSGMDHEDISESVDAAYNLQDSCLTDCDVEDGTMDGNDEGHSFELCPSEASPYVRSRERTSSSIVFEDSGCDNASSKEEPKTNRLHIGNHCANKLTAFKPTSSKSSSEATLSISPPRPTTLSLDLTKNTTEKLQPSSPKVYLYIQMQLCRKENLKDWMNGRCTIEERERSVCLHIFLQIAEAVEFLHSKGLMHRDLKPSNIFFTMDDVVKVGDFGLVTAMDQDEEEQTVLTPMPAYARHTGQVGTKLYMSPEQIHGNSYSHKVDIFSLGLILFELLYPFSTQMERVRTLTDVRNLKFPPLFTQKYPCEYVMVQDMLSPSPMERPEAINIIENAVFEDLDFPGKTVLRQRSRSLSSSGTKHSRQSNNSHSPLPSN
# An asterisk follows results filed as active; / = no result given; & = joins results of further samples; [ ] = another dose, or the depositor's remark.
SMILES	NPY-Y2 PAM-ag	Ba/F3 V617F tox	BaF3 tox	eIF4E 4G PPI	MDM2 E3 inh	S1P4 antag	Wee1 stabilizer	S1P4 ag	PERK inh
O=c1c2ccccc2nc(/C=C/c2ccc(O)cc2)n1-c1cccc(O)c1	-10	1	5	-1	-4	28	12*	0.8	0.7
CCC(=NC1CCN(Cc2ccccc2)CC1)c1c(O)[nH]c(=O)[nH]c1=O	8	-1	6	0	-10	-26	1	1.0	0.1
CN1C(=O)COc2c(C(=O)NC3CN4CCC3CC4)cc(Cl)cc21 (stereo not drawn)	1	-2	-5	6	/	6	1	2.2	0.9
CNc1cc(N2CCNCC2)ccc1[N+](=O)[O-]	-16	-5	2	-2	1	19	2	0.7	2.1
COCCCNC(=O)c1c(NC(=O)c2ccco2)n(Cc2ccccc2)c2nc3ccccc3nc12	-18	0	-3	-7	-5	1	4	3.3	1.7
COc1cc(CC2(CCc3ccncc3)C(=O)NC(=O)NC2=O)cc(OC)c1OC	-3	2	1	0	-6	-25	-1	0.4	0.1
CCCCCCOc1ccc(CN2CCN(CCO)CC2)cc1	-14	7	7	7	18	7	0	-0.6	-0.2
COc1ccccc1N1CCN(Cc2ccccc2Cl)CC1	0	3	1	0	-33	-3	-2	0.4	1.0
COc1ccc(C(O)P(=O)(OC(C)C)OC(C)C)cc1 (stereo not drawn)	4	-3	-3	-2	-15	-19	1	0.2	-0.6
CN1CCN(c2nc(N)c(Br)c(Cl)n2)CC1	-1	-4	2	-1	-2	-15	0	0.6	0.9
NC(=O)CN1CCCC1=O	10	-2	0	-2	/	-10	-1	-0.4	0.3
CSc1nnc([C@@H](N)Cc2ccccc2)o1	6	0	4	1	-15	3	-1	0.2	1.6
CC(=O)c1c(O)n(C2CCCCCC2)c(=O)[nH]c1=O	6	1	6	-10[fluorescence artefact?]	-5	-3	-2	2.3	-0.6
C[C@H](O)[C@H]1CC[C@H]2[C@@H]3CCC4=CC(=O)CC[C@]4(C)[C@H]3CC[C@]12C	6	2	4	4	/	-9	-1	0.5	-1.7
O=c1[nH]c(O)c(N=Nc2cc([N+](=O)[O-])ccc2O)c(=O)[nH]1	-29	7	6	-1	-6	-15	4	-0.5	-0.6

# Brought forward from above: 2 entries; new compounds follow.
SMILES	NPY-Y2 PAM-ag	Ba/F3 V617F tox	BaF3 tox	eIF4E 4G PPI	MDM2 E3 inh	S1P4 antag	Wee1 stabilizer	S1P4 ag	PERK inh
C[C@H](O)[C@H]1CC[C@H]2[C@@H]3CCC4=CC(=O)CC[C@]4(C)[C@H]3CC[C@]12C	6	2	4	4	/	-9	-1	0.5	-1.7
O=c1[nH]c(O)c(N=Nc2cc([N+](=O)[O-])ccc2O)c(=O)[nH]1	-29	7	6	-1	-6	-15	4	-0.5	-0.6
COc1ccccc1N1C(=O)NC(=O)/C(=C/c2ccc3c4c(cccc24)CC3)C1=O	5	0	5	8	-3	-14	-2	-0.1	0.9
CCC(=NCc1cccnc1)c1c(O)n(Cc2ccccc2)c(=O)[nH]c1=O	6	3	4	-7	-21	-8	4	0.7	-0.4
CCOP(=O)(Cc1ccc(C#N)o1)OCC	2	-1	-6	-3	0	10	5	1.6	0.4
Nc1cncc(C(=O)O)c1	-10&0	-3&1	4&4	-3&-3	0&3	-6&-9	1&-1	0.1&0.2	1.8&1.3
CC[n+]1c(/C=C/C=C/c2ccc(N(C)C)cc2)sc2ccccc21	19	99*	92*	-116	-10	-6	-2	0.6	-1.6
CCOC(=O)/C(=N\Nc1ccccc1)N1CC1	3	2	4	3	0	4	-2	0.4	0.1
O=c1[nH]c(=S)n(Cc2ccc(F)cc2)c(O)c1C=NCC1CCCO1 (stereo not drawn)	-14	5	9	1[fluorescence artefact?]	-13	2	-1	-0.3	-0.6
COc1cc(CN=C(C)c2c(O)n(C)c(=O)n(C)c2=O)cc(OC)c1	-3	4	1	1	-3	-8	9.0*	-0.6	-0.3
COc1ccc(CCNC(C)CCc2ccc(OC)cc2)cc1 (stereo not drawn)	-1	-5	0	-4	-19	7	1	-0.7	-1.5
O=C(Cc1ccccc1)OC(COCc1ccccc1)CN1CCOCC1 (stereo not drawn)	4	-3	1	-3	-20	3	1	-1.6	1.1
Fc1ccc2c(c1)nnn2C1CCN(Cc2nnnn2CCc2ccccc2)CC1	-3	0	1	-12	-35	-4	1	1.9	-1.5
CC(C(=O)Nc1ccc(Cl)cc1Cl)N1CC=C(c2ccccc2)CC1 (stereo not drawn)	-4	-2	4	5	-9	-9	-3	-0.7	0.3
CCc1ccc(N2C(=O)NC(=O)/C(=C/c3cccn3CCOc3ccc(C(C)CC)cc3)C2=O)cc1 (stereo not drawn)	3	2	8	-5	-15	-4	-4	0.9	1.0
C=C1N2CCC(CC2)C1(O)c1ccccc1C (stereo not drawn)	-3	-2	0	4[fluorescence artefact?]	-16	10	1	-0.6	1.1
O=C(c1cc(F)ccc1F)C1CCCN(Cc2ccc3nonc3c2)C1 (stereo not drawn)	4	0	1	2	-2	-9	2	1.6	-0.4
CN1c2ccc([N+](=O)[O-])cc2CC2(C(=O)NC(=O)N(c3ccccc3)C2=O)C1c1ccccc1 (stereo not drawn)	6	0	6	2	-6	-6	-2	5.3	1.1
Cc1ccc(CN2C3CCCC2CC(NC(=O)Nc2cccc(F)c2)C3)cc1 (stereo not drawn)	13	1	5	1	-10	5	-3	1.7	-1.2
O=C1/C(=C\c2cc3c(cc2Cl)OCO3)N2CCC1CC2	9	-1	5	1[fluorescence artefact?]	-2	-7	-1	3.0	0.9
CN1C(=O)NC(=O)[C@]2(Cc3ccccc3N3CCN(c4ccccc4)CC32)C1=O (stereo partly drawn)	9	2	6	-2	-22	13	-1	0.6	0.1
COc1ccc(CN2CCN(C(=O)COc3cccc(C)c3)CC2)c(OC)c1	-16	2	1	0[fluorescence artefact?]	-9	-46	-2	0.3	-1.0
CCn1c(O)c(/C=N/NC(=O)c2ccccc2)c(=O)[nH]c1=S	-4	-7	-4	3	-9	9	4	0.8	-1.3
Cc1ccc(CS(=O)(=O)Cc2ccc(C(=O)N3CCC4(CC3)OCCO4)o2)cc1	9	-3	1	-2	-9	-7	-1	0.3	-0.3
O=c1oc2ccccc2c(O)c1C(c1ccccn1)c1c(O)c2ccccc2oc1=O	8	-5	-5	5	-12	-28	7	-1.3	0.7
Cc1ccc(Cn2nnnc2CN2CCC(n3nnc4cc(C(F)(F)F)ccc43)CC2)cc1	15	1	4	-4	-4	-9	1	0.1	-0.2
O=C(Cc1ccccc1)N1CCN(CC2CC=CCC2)CC1 (stereo not drawn)	1	-4	0	11	-20	-4	0	-1.7	0.1
CC[C@@]1(O)C(=O)OCc2c1cc1n(c2=O)Cc2cc3ccccc3nc2-1	-10	98*	93*	-1	-31	27	-2	5.9	6.0*
COc1ccc(OCC#CCN2CCC(C)CC2)cc1	1	-3	0	4	-6	9	-2	1.0	-0.2
COc1ccc(C(=O)C(Cc2ccccc2)N(C)C)cc1 (stereo not drawn)	4	35*	36*	4[fluorescence artefact?]	-26	-6	0	-4.2	0.2
CCCNC(=O)N1C2CCC1CC(O)(c1cccnc1)C2 (stereo not drawn)	16	-6	3	2	-2	1	0	-0.2	1.2
Cc1ccc(C2(O)CC(C)N(C)CC2C)cc1 (stereo not drawn)	1	4	7	-8	-13	-5	2	1.1	1.9
CCCCn1c(O)c(C(CC)=NCCCn2ccnc2)c(=O)[nH]c1=O	-7	-1	0	2	-16	-1	5	1.6	0.8
CSc1ccccc1C(=O)C1CCCN(Cc2ccccn2)C1 (stereo not drawn)	-14	3	10	4	-8	-15	0	-1.7	1.4
O=C(COc1ccc(S(=O)(=O)N2CCOCC2)cc1)N1CCN(Cc2ccc3c(c2)OCO3)CC1	4	-3	5	2	-11	-4	-2	1.9	0.0
CCOC(=O)c1c(C)n(C(C)C)c2ccc(OC(=O)c3ccc(N4C(=O)CCC4=O)cc3)cc12	-8	-1	5	1	-5	-8	-1	-0.3	0.5
O=C(Cc1ccccc1)NC(Cc1ccc(Cl)cc1)C(=O)O (stereo not drawn)	-22	-2	0	-4	11	-10	-1	5.5	0.1
CC(C)OC(=O)C1C2c3ccccc3C(c3ccccc32)C1C(=O)O (stereo not drawn)	-2	-5	3	-2	0	8	-1	-0.2	1.8
C1CCC2S[C@H]3CCCCC3NC2C1 (stereo partly drawn)	-9	-2	-1	3	-9	-10	7	0.2	-0.1
O=c1c2ccccc2nc(-c2ccco2)n1-c1cccnc1	-12	1	3	2	-11	-7	0	-0.4	-1.1
C(#CCN1CCOCC1)COC/C=C/c1ccccc1	-2	0	3	4	-10	-9	2	2.4	0.5
CC1CCCCN1Cc1cccnc1 (stereo not drawn)	-1	-5	2	10	11	-7	-3	0.0	1.2
COc1ccc(C=C2C(=O)N(C)C(=O)N(C)C2=O)cc1COc1ccc(NC(C)=O)cc1	-6	-1	-1	-4	2	-3	2	-0.9	0.3
CCC(=NCC1CCCO1)c1c(O)n(-c2ccc(Cl)cc2)c(=O)[nH]c1=O (stereo not drawn)	-13	2	0	-6[fluorescence artefact?]	-3	-15	0	2.1	0.3
CC(Cc1cccs1)NCc1ccc(Cl)cc1 (stereo not drawn)	-12	2	9	-1	-5	-13	-1	0.5	0.5
CCOc1ccc(C2SCC(=O)Nc3c2c(C)nn3C2CCOC(C)(C)C2)cc1 (stereo not drawn)	6	-2	1	-4	-5	0	0	0.2	-1.7
Cc1ccc(C)c(CN2CCC(n3nnc4cc(F)ccc43)CC2)c1	9	-1	5	1	-18	-13	4	0.4	-0.9
Cc1c(C=C2C(=O)NC(=O)NC2=O)c(=O)n(-c2ccccc2)n1C	0	4	6	-3	-17	-9	-3	-0.1	0.3
Cc1oc(-c2ccc(Cl)cc2)nc1CS(=O)CC(=O)N1CCC2(CC1)OCCO2 (stereo not drawn)	-11	-1	3	3	-18	-3	-2	-0.8	-0.4
CCOC(=O)C(O)(c1ccc(N=Cc2ccccc2O)c(C)c1)C(F)(F)F (stereo not drawn)	10	0	4	1[fluorescence artefact?]	-30	-5	1	-0.9	0.5
CCN1CCN(c2ccc(NC(C)=O)cc2Cl)CC1	5	-4	1	1	2	1	0	1.2	0.6
O=P(Nc1cccnc1)(Oc1ccccc1Cl)Oc1ccccc1Cl	-11	-3	2	21	-9	-9	0	0.8	0.1

# An excerpt; rates above refer to the full screens.
